Screening data as filed in PubChem BioAssay.
RGS8-Gao = RGS8-Galphao binding modulators, primary screen, biochemical, multiplexed bead flow cytometry. Guanine nucleotide-binding protein G(o) subunit alpha (Homo sapiens), P09471. actives lie on both sides. response (percent of control binding), % at 10 µM. 220,000 compounds, 0.34% hits; in the data active = response below about 60% or above about 140%; inactive = in between;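 also: Galphao activated as the GDP aluminium fluoride complex binding bead-coupled RGS8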
Target sequence (P09471 whole entry, looked up): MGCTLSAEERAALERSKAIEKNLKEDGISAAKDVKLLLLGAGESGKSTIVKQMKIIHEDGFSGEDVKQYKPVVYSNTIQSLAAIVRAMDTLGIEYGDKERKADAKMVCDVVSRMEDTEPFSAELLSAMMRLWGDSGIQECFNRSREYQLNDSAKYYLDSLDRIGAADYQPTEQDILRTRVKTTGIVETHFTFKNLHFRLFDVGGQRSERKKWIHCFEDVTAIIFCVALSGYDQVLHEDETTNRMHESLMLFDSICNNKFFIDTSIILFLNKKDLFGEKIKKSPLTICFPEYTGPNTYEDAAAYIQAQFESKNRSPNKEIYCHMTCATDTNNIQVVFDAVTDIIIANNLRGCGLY
RGS4-Gao reg = modulators of RGS4 binding to Galphao, primary screen, biochemical, multiplexed bead flow cytometry; actives lie on both sides; Guanine nucleotide-binding protein G(o) subunit alpha (Homo sapiens), P09471; binding response (% of control), % at 10 µM; 220,000 compounds, 0.33% hits; AID 1415, 2008; in the data active = binding response below about 49% or above about 150%; inactive = in between;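 also: fluorescent Galphao activated with aluminum fluoride binding bead-coupled RGS4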
RGS7-Gao reg = RGS7-Galphao binding modulators, primary screen, biochemical, multiplexed bead flow cytometry; Guanine nucleotide-binding protein G(o) subunit alpha (Homo sapiens), P09471; actives lie on both sides; binding response (% of control), % at 10 µM; 220,000 compounds, 0.35% hits; AID 1439, 2008; in the data active = binding response below about 49% or above about 150%; inconclusive = no clear call, values can overlap the other calls; inactive = in between;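 also: fluorescent Galphao held in activated GDP-AlF4 state binding bead-coupled RGS7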
* = called active by the depositor; ? = inconclusive; . = not tested or not shown. The list is partial; count on the stated rates, not on these rows.

Every second line gives: RGS7-Gao reg	RGS4-Gao reg	RGS8-Gao
CC(C)Nc1ccc(C(CC(N)=O)NC(=O)Cc2ccc(Br)cc2)cc1[N+](=O)[O-] (stereo unspecified)
    ?	103.5	105.4
O=C(Nc1ccc(N2CCOCC2)nc1N1CCOCC1)c1cccc(C(F)(F)F)c1
    ?	107.4	107.2
COc1cccc(-n2c(O)c(C=NCc3ccccn3)c3ccccc3c2=O)c1
    ?	102.0	103.5
N/C(=N\NC(=O)c1ccc(Cl)cc1)c1cnccn1
    ?	92.7	101.7
CC(=O)Nc1ccc(NC(C)=O)c(NC2OCC(O)C(O)C2O)c1 (stereo unspecified)
    ?	104.9	100.7
COC(=O)c1ccc(COc2ccc(/C=N/Nc3cccc(C(=O)O)c3)cc2)cc1
    ?	102.3	100.9
COCCn1c(C(C)C)nc2ccccc21
    ?	88.9	91.8
CCN1CCc2c(sc(NC(=S)NC(=O)c3ccc(Cl)cc3)c2C(N)=O)C1
    ?	100.9	97.5
O=C(CCC(=O)OCC(=O)c1ccc(C(F)(F)F)cc1)OCC(=O)c1ccc(C(F)(F)F)cc1
    ?	118.4	104.3
Nc1cccc2nsnc12
    ?	101.5	99.8
O=C(CCl)N(CCCNC(=O)C(F)(F)F)c1ccc([N+](=O)[O-])cc1
    ?	108.3	101.1
COc1ccc(C2CC(=O)C(C(c3ccc(O)cc3)C3C(=O)CC(c4ccc(OC)cc4)CC3=O)C(=O)C2)cc1 (stereo unspecified)
    ?	98.3	97.0
Cn1nc(-c2ccccc2)cc1NC(=O)CCCC(=O)O
    ?	93.8	100.9
CC1Cc2cc(/C(O)=C3/C(=O)C(=O)N(CCN4CCOCC4)C3c3ccc(C(C)C)cc3)ccc2O1 (stereo unspecified)
    ?	109.3	102.0
CNc1nc(SC)n(C)c(=O)c1N=O
    ?	100.0	96.4
C/C(=N\O)C1CC(CC(=O)O)C1(C)C (stereo unspecified)
    .	108.0	104.7
C=C1CN(CC(=O)OC)S(=O)(=O)c2ccccc21
    ?	96.2	97.7
S=c1[nH]nc(-c2ccc(Cl)cc2)n1-c1cccnc1
    ?	91.3	96.0
CNC(=O)c1c(NC(=O)C(C)C)sc2c1CCC2
    ?	108.1	100.8
COC(=O)C(C)Nc1cccc(Br)c1 (stereo unspecified)
    ?	102.8	102.2

Part of the list above in order of SMILES length, falling.
Every second line gives: RGS7-Gao reg	RGS4-Gao reg	RGS8-Gao
O=C(CCC(=O)OCC(=O)c1ccc(C(F)(F)F)cc1)OCC(=O)c1ccc(C(F)(F)F)cc1
    ?	118.4	104.3
CC(C)Nc1ccc(C(CC(N)=O)NC(=O)Cc2ccc(Br)cc2)cc1[N+](=O)[O-] (stereo unspecified)
    ?	103.5	105.4
COC(=O)c1ccc(COc2ccc(/C=N/Nc3cccc(C(=O)O)c3)cc2)cc1
    ?	102.3	100.9

Later entries
Every second line gives: RGS7-Gao reg	RGS4-Gao reg	RGS8-Gao
O=C(COC(=O)c1ccc[nH]c1=O)NC1CCCc2ccccc21 (stereo unspecified)
    ?	102.0	101.8
Cc1ccc(C(=O)N/N=C\c2ccc([N+](=O)[O-])o2)cn1
    ?	109.1	104.2
C/C=C/C=C/C(=O)N1CC2(CC(c3cccc(NC(=O)/C=C/C)c3)=NO2)C[C@@H]1C(N)=O (stereo partly specified)
    ?	93.8	92.0
CC1(C)CC(=O)c2cnc(NC(=O)CSC(=S)N3CCCCC3)nc2C1
    ?	102.3	101.4
Cc1onc(-c2ccccc2)c1NC(=O)N(CCC#N)Cc1cccs1
    ?	101.2	95.6
COc1ccc(NC(=O)c2ccc(S(=O)(=O)N3CCOCC3)o2)cc1
    ?	99.8	100.1
Cc1cccc(N=C2NC(=O)/C(=C/c3cccn3C)S2)c1
    ?	98.0	99.3
CC(C)Oc1cccc(C(=O)NC(=S)Nc2ccc(N3CCN(C)CC3)cc2)c1
    ?	88.8	97.6
COC(=O)CCCC1=CC2=C(c3ccccc3)C(=O)C(C)(OC(=O)C3CCCC3)C(=O)C2=CN1CCc1ccccn1 (stereo unspecified)
    ?	96.4	98.5
CCCCC[n+]1ccn(C2=C([O-])c3ccccc3C(=O)/C2=N\S(=O)(=O)c2ccc(Br)cc2)c1
    ?	100.2	100.7
CCOc1ccc2[nH]c3c(NCCc4ccc(OC)c(OC)c4)ncnc3c2c1
    ?	84.7	97.8
CS(=O)(=O)Nc1ccccc1NS(C)(=O)=O
    ?	88.6	94.8
CCn1c(C)nc2cc(C(=O)NNC(=S)Nc3ccc(F)cc3)ccc21
    ?	94.8	94.5
COc1cc(C(Nc2ccc(S(=O)(=O)NCC3CCCO3)cc2)C(=O)NC(C)(C)C)cc(OC)c1OC (stereo unspecified)
    ?	96.8	98.1
C=CCN1C(=O)/C(=c2\sc3nc(=O)c(Cc4ccc(OC)c(OC)c4)nn3c2=O)c2ccccc21
    ?	91.1	96.1
Cc1cc(NS(=O)(=O)c2ccc3c(c2)OCCO3)no1
    ?	107.6	106.3
CCOC(=O)Cc1cc(=O)c2cc(C)ccc2[nH]1
    ?	102.3	101.8
CN(C)c1ccc(C2Nc3ccccc3C(=O)N2CCCN2CCOCC2)cc1 (stereo unspecified)
    ?	103.3	104.0
OCCC1CN(Cc2cccn2-c2cccnc2)CCN1C1CCCC1 (stereo unspecified)
    ?	100.1	99.8
O=C(N/C(=C/c1cccnc1)C(=O)N1CCOCC1)c1ccccc1Cl
    ?	98.7	101.3
COc1ccc(-n2c(-c3ccco3)nc3c(cnn3-c3ccccc3C)c2=O)cc1
    ?	99.7	98.7
Cc1ccc(C2(C)NC(=O)N(CC(=O)Nc3ccc4[nH]c(=O)[nH]c4c3)C2=O)cc1 (stereo unspecified)
    ?	103.0	103.3
N#CCC(=O)N/N=C/c1cn(Cc2ccc3ccccc3c2)c2ccccc12
    ?	112.3	107.4
CC(C)(C)c1cc(C(=O)NNS(=O)(=O)c2ccccc2)n[nH]1
    ?	100.6	99.4
Cn1c(SCC(=O)Nc2ccc(Br)cc2)nc(O)cc1=O
    ?	100.7	101.0
C/C(=N\OCc1cccc(C(=O)O)c1)c1ccc(Cl)cc1
    ?	103.9	103.6
O=C1N/C(=N\S(=O)(=O)Cc2ccccc2)S/C1=C/c1cccc([N+](=O)[O-])c1
    ?	94.8	97.7
O=C(N/N=C/c1ccco1)c1csc2c1CCCC2
    ?	101.0	98.4
CC1(C)Cc2c(c(N3CCCC3)nc3sc4c(N5CCNCC5)ncnc4c23)CO1
    ?	106.7	117.8
O=C(NCCCN1CCOCC1)C(=O)N/N=C/c1ccccc1Cl
    ?	80.9	93.7
CC(=O)Nc1sc(-c2ccc(Cl)cc2)nc1-c1ccccc1
    ?	104.0	104.2
CCN(C(=O)COC(=O)c1c(C)c(-c2ccccc2)nc2ccccc12)C1CCS(=O)(=O)C1 (stereo unspecified)
    ?	97.4	101.7
c1ccc(Oc2ccc(-c3ccn[nH]3)cc2)cc1
    ?	89.7	91.5
CCCCCc1ccc(OCCC[n+]2ccccc2)c(CCCCC)c1
    ?	107.3	105.6
S=c1[nH]nc(-c2cccs2)n1/N=C/c1cn(-c2ccccc2)nc1-c1ccc(Cl)cc1
    ?	97.8	100.6
CC(C)CN(CC(C)C)CC(O)CN(c1ccccc1)S(=O)(=O)c1ccccc1[N+](=O)[O-] (stereo unspecified)
    ?	106.3	103.4
Cc1ccc(C(C)C)c(OCC(=O)NN=C(CCl)CCl)c1
    ?	97.3	96.5
S=C1NC2=C(CCC/C2=C\c2ccc(Cl)cc2)C(c2ccc(Cl)cc2)N1 (stereo unspecified)
    ?	99.6	92.8
CNC(=O)/C(C#N)=C1/SC(Cc2ccc(F)cc2)C(=O)N1c1ccccc1 (stereo unspecified)
    ?	103.4	102.9
N/C(COc1ccc(Cl)cc1Cl)=N\O
    ?	100.4	99.8
C/C=C\C(=O)Nc1cccc(C2=NOC3(C2)C[C@@H](C(N)=O)N(C(=O)COc2ccc(Cl)cc2)C3)c1 (stereo partly specified)
    ?	96.2	100.4
COCCN(Cc1cc2cc3c(cc2nc1Cl)OCO3)C(=O)c1cccc(C)c1
    ?	108.3	100.2
S=c1[nH]nc(-c2ccc(Br)cc2)n1-c1ccc2c(c1)OCCO2
    ?	108.3	97.7
Cc1cccc(-n2c(=S)[nH]c3nc4c(cc3c2=O)COC(C)(C)C4)c1
    ?	79.6	90.4
CC(=O)NCCc1nc2ccccc2n1CCOc1ccccc1
    ?	98.8	96.3
Cc1cc(/C=C2\SC(=S)N(C)C2=O)c(C)n1-c1cccc(O)c1
    ?	96.2	102.5
O=C(Nc1nnc(-c2ccc(Cl)cc2)o1)C1CCCCC1
    ?	93.7	99.6
CCN(CC(=O)Nc1ccc(C(=O)Nc2ccc(OC)cc2)cc1)Cc1nc2ccccc2c(=O)[nH]1
    ?	107.2	105.7
O=c1[nH]nc(SCc2ccccc2Cl)n1-c1ccc2c(c1)OCCO2
    ?	99.0	99.6
CN(CCO)CCC(=O)NC1(C)CS(=O)(=O)CC1S(=O)(=O)O (stereo unspecified)
    ?	97.6	97.4
NCCCC[C@H]1CNC(=O)C(=O)N1CCc1cc(C(F)(F)F)cc(C(F)(F)F)c1
    ?	105.3	101.7
CCOC(=O)C1CCCN(Cc2nc(C3CC3)no2)C1 (stereo unspecified)
    ?	110.3	100.5
CN(C)CCOC(=O)c1ccc2[nH]c3c(c2c1)CSCC3
    ?	105.3	99.6
Cc1ccccc1C1NC(c2ccccc2C)C([N+](=O)[O-])C(C)(C)C1[N+](=O)[O-] (stereo unspecified)
    ?	94.4	100.2
Cc1[nH]c2ccccc2c1/C=N/NC(=O)CNC(=O)c1ccccc1
    ?	92.9	99.0
Cc1ccc(COc2ccccc2-c2cc(C(=O)N/N=C/c3cccnc3)[nH]n2)cc1
    ?	98.0	99.8
CCN(CC)CCNc1nc(-c2ccc(OC)cc2)c(-c2ccc(OC)cc2)s1
    ?	98.5	97.0
Cc1ccc(C)c(N(C)C(=O)c2cc3c(=O)[nH]c4ccc(C)cc4c3s2)c1
    ?	111.0	106.9
Cn1c(CNC(=O)OC(C)(C)C)nnc1SCc1c(Cl)cccc1Cl
    ?	99.3	102.3
O=C(NCc1csc2ccc(Cl)cc12)Nc1cccc2ccccc12
    ?	99.7	97.4

Going on with the list.
Every second line gives: RGS7-Gao reg	RGS4-Gao reg	RGS8-Gao
CCn1c(SCC(=O)Nc2ccc(OC)cc2OC)nc2nc3c(cc2c1=O)COC(C)(C)C3
    ?	97.3	98.0
COC(=O)c1c(-c2ccccc2)c[nH]c1C
    ?	97.8	101.6
CC(C)(C)OC(=O)NCCC(=O)N/N=C/c1ccc2nccnc2c1
    ?	97.2	99.0
Cc1ccccc1Nc1cc(C(=O)NCC2CCCO2)c2ccccc2n1 (stereo unspecified)
    ?	85.2	88.2
Cn1cncc1C(=O)c1ccccc1
    ?	107.7	100.4
CCC1=NN2C(=N)/C(=C/c3cc(C)n(Cc4ccccc4)c3C)C(=O)N=C2S1
    ?	109.8	105.6
O=C(O)/C=C/C(=O)Nc1ccc(Cl)cc1C(=O)c1ccccc1
    ?	103.7	99.3
Cc1ccc(S(=O)(=O)N2CCCCC2)cc1NC(=O)CSc1nnnn1C
    ?	102.5	100.0
Cc1nc(C)c(C(=O)NNC(=O)Nc2ccc(Cl)cc2)s1
    ?	79.4	89.3
O=C(NCCCn1ccnc1)C1CC(c2ccccc2Cl)=NO1 (stereo unspecified)
    ?	86.7	88.1
Cc1[nH]c2ccc(F)cc2c1CCN1C(=O)OC(C)(C)C1(C)O (stereo unspecified)
    ?	109.6	101.5
COc1ccc(-n2nnnc2/C(=C/N(C)C)C(=O)c2ccccc2)cc1
    ?	102.0	100.2
Cc1cccc(N2CCN(C(=O)c3ccc4nc(N5CCCCC5)sc4c3)CC2)c1C
    ?	100.4	100.4
Cc1cc(SCC2=NNC(=O)C2)c(Cl)cc1Cl
    ?	98.3	101.1

Gathered by group: those above containing an aryl methoxy group
Every second line gives: RGS7-Gao reg	RGS4-Gao reg	RGS8-Gao
COc1cccc(-n2c(O)c(C=NCc3ccccn3)c3ccccc3c2=O)c1
    ?	102.0	103.5
COc1ccc(C2CC(=O)C(C(c3ccc(O)cc3)C3C(=O)CC(c4ccc(OC)cc4)CC3=O)C(=O)C2)cc1 (stereo unspecified)
    ?	98.3	97.0
COc1ccc(NC(=O)c2ccc(S(=O)(=O)N3CCOCC3)o2)cc1
    ?	99.8	100.1
CCOc1ccc2[nH]c3c(NCCc4ccc(OC)c(OC)c4)ncnc3c2c1
    ?	84.7	97.8
COc1cc(C(Nc2ccc(S(=O)(=O)NCC3CCCO3)cc2)C(=O)NC(C)(C)C)cc(OC)c1OC (stereo unspecified)
    ?	96.8	98.1
C=CCN1C(=O)/C(=c2\sc3nc(=O)c(Cc4ccc(OC)c(OC)c4)nn3c2=O)c2ccccc21
    ?	91.1	96.1
COc1ccc(-n2c(-c3ccco3)nc3c(cnn3-c3ccccc3C)c2=O)cc1
    ?	99.7	98.7
CCN(CC(=O)Nc1ccc(C(=O)Nc2ccc(OC)cc2)cc1)Cc1nc2ccccc2c(=O)[nH]1
    ?	107.2	105.7
CCN(CC)CCNc1nc(-c2ccc(OC)cc2)c(-c2ccc(OC)cc2)s1
    ?	98.5	97.0
CCn1c(SCC(=O)Nc2ccc(OC)cc2OC)nc2nc3c(cc2c1=O)COC(C)(C)C3
    ?	97.3	98.0
COc1ccc(-n2nnnc2/C(=C/N(C)C)C(=O)c2ccccc2)cc1
    ?	102.0	100.2
